# Assay outcomes as filed in PubChem.
# RGS8-Gao = regulators of human RGS8-Galphao interaction; response (percent of control binding), % at 10 µM; 220,000 tested, 0.34% active; multiplexed bead flow cytometry, RGS8-Galphao binding; actives lie on both sides; P09471; in the data active = response below about 60% or above about 140%; inactive = in between;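 also: Galphao activated as the GDP aluminium fluoride complex binding bead-coupled RGS8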
# Bcl-W Bim block = inhibitors of Bim-Bcl-W interaction, human; Q92843; bead-based flow cytometry, Bim peptide-Bcl-W binding; inhibition, % at 10 µM; 190,000 tested, 0.02% active; AID 952;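 also: 0% = bound tracer without compound and 100% = peptide blocker; higher means less fluorescent Bim peptide bound to Bcl-W beads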
# Target sequence (Q92843 whole entry, looked up): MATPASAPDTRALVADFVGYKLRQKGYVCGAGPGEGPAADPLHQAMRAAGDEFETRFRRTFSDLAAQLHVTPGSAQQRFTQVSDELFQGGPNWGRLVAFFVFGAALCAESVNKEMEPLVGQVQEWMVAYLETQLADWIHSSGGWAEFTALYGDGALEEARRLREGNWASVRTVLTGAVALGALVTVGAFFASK
# Mcl1 Noxa PPI = disrupts binding of human Mcl-1 to Noxa peptide; Q07820; TR-FRET Mcl-1/Noxa peptide binding, 2 h; inhibition, % at 21.7 µM; 220,000 tested, 1.5% active;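 active = compounds that cut the protein-peptide binding signal by more than 50% relative to plate controls in a single-dose test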;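 also: His-tagged Mcl-1 with rhodamine Noxa BH3 peptide and terbium anti-His antibody; 0% = Mcl-1 plus Noxa peptide wells and 100% = peptide-only wells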
# Target sequence (Q07820 whole entry, looked up): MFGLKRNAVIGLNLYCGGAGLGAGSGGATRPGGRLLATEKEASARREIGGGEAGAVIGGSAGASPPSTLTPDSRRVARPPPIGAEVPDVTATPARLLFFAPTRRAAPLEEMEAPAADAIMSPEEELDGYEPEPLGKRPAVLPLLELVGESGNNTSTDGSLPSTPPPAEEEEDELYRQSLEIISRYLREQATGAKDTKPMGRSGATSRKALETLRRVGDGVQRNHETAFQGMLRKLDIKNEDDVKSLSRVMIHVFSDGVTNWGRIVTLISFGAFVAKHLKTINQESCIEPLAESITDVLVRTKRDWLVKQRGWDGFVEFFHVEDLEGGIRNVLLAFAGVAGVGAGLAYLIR
# RGS7-Gao reg = modulates binding of RGS7 to human Galphao; P09471; Multiplexed bead flow cytometry; actives lie on both sides; binding response (% of control), % at 10 µM; 220,000 tested, 0.35% active; AID 1439; in the data active = binding response below about 49% or above about 150%; inconclusive = no clear call, values can overlap the other calls; inactive = in between;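 also: fluorescent Galphao held in activated GDP-AlF4 state binding bead-coupled RGS7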
# Bim-Bcl-B = human Bim-Bcl-B interaction inhibition. inhibition, % at 10 µM. AID 951. bead-based flow cytometry, Bim peptide-Bcl-B binding. 190,000 tested, 0.073% active;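 also: 0% = tracer peptide without compound and 100% = reference inhibitor peptide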
# Target sequence (Q9HD36 whole entry, looked up): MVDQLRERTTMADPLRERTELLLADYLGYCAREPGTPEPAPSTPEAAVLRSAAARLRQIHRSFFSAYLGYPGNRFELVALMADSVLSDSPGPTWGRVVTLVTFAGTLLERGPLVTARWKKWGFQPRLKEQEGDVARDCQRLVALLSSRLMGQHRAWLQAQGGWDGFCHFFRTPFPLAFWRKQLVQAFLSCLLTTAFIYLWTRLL
# Mcl-1 Bim block = inhibitors of Bim-Mcl-1 interaction, human; Q07820; Bead-based flow cytometry, Bim peptide-Mcl-1 binding; inhibition, % at 10 µM; 190,000 tested, 0.1% active; AID 1009;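 also: 0% = no compound tracer wells and 100% = peptide blocker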
# RGS4-Gao reg = human RGS4-Galphao interaction regulation; Multiplexed bead flow cytometry, RGS4-Galphao binding; actives lie on both sides; binding response (% of control), % at 10 µM; 220,000 tested, 0.33% active; AID 1415; in the data active = binding response below about 49% or above about 150%; inactive = in between;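 also: fluorescent Galphao activated with aluminum fluoride binding bead-coupled RGS4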
# Mcl1-Bid inh = disrupts binding of human Mcl-1 to Bid peptide; Q07820; TR-FRET Mcl-1/Bid-Dy647 peptide binding, 1536-well; inhibition, % at 21.7 µM; 220,000 tested, 0.97% active;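 active = compounds that cut the binding signal by more than half at the single screening dose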;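 also: His-tagged Mcl-1 with europium anti-His antibody binding Bid BH3 peptide; 0% = Mcl-1 plus peptide wells and 100% = peptide-only wells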
# Bim-Bcl-2 = disrupts Bim peptide binding to human Bcl-2; Bead-based flow cytometry, Bim peptide-Bcl-2 binding; inhibition, % at 10 µM; 190,000 tested, 0.06% active; in the data active = inhibition above about 40%; inconclusive = no clear call, values can overlap the other calls;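 also: 0% = no compound wells with probe peptide and 100% = reference peptide inhibitor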
# Bfl-1 Bim block = disrupts Bim binding to human Bfl-1; Q16548; Bead-based flow cytometry, Bim-Bfl-1 binding inhibition; inhibition, % at 10 µM; 190,000 tested, 0.12% active;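 also: 0% = wells without compound plus tracer and 100% = blocker peptide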
# Bcl-XL Bim block = disrupts Bim peptide binding to human Bcl-XL | Q07817 | bead flow cytometry, fluorescence | inhibition, % at 10 µM | 190,000 tested, 0.04% active
# Target sequence (Q07817 whole entry, looked up): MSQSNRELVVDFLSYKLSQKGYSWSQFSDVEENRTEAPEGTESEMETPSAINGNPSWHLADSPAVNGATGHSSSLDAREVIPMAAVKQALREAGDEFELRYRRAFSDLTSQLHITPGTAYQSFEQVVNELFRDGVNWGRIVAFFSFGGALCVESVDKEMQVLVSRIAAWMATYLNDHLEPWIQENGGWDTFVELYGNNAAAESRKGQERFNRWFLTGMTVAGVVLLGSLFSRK
# * marks the source's active call; other numbers are inactive results; ? = inconclusive; nt = not tested or not shown. Rule as the data show it, unless noted: active = inhibition above about 40%.
SMILES,RGS8-Gao,Bcl-W Bim block,Mcl1 Noxa PPI,RGS7-Gao reg,Bim-Bcl-B,Mcl-1 Bim block,RGS4-Gao reg,Mcl1-Bid inh,Bim-Bcl-2,Bfl-1 Bim block,Bcl-XL Bim block
Cc1nn(-c2ccccc2)c(Cl)c1C1C(C#N)=C(N)OC2=C1C(=O)CCC2 (centres undefined),98,1,4,100,-4,0,95,-58,0,-7,-5
O=C(Nc1nc2c(s1)CN(Cc1ccccc1)CC2)c1c(F)cccc1F,102,-3,17,98,-3,-1,101,-2,0,-5,-3
C=CCn1c(-c2ccccc2OC)n[nH]c1=S,102,-6,3,100,-15,-9,101,-26,-5,-3,-10
COc1ccc(CCNC(=O)C2=COCCO2)cc1,100,1,-5,98,-6,-2,101,-2,-1,-9,-3
Cc1ccc(NC(=O)c2cncc(Br)c2)c(O)c1,99,-2,-7,100,-1,-4,101,-27,-3,-3,-4
CC(=O)N1CCc2cc(Br)cc(S(=O)(=O)N3CCc4ccccc43)c21,100,-5,2,96,-6,0,100,-58,-8,-6,-5
O=C1Nc2ccccc2C1=Nc1ccc(S(=O)(=O)Nc2nccs2)cc1,102,nt,20,?,nt,nt,93,-53,nt,nt,nt
Cc1c(NC(=O)CSc2nnc(Nc3ccccc3)s2)c(=O)n(-c2ccccc2)n1C,99,-5,18,101,-12,-3,102,-10,-9,-18,-8
Cc1ccc(C(=O)O/N=C/c2ccc(N(C)C)cc2)cc1,100,-2,10,102,-5,-2,99,-34,-2,-9,-7
CCCn1cc(CN2CCC(Cc3cccc(F)c3)(C(=O)OCC)CC2)c(C)n1,101,nt,-19,?,nt,nt,101,-19,nt,nt,nt
O=C(c1cnn2c1NC(c1ccc(Br)cc1)CC2C(F)(F)F)N1CCN(C23CC4CC(CC(C4)C2)C3)CC1 (centres undefined),101,3,-13,103,7,4,104,-6,11,8,5
CSc1nc(Cl)c(C#N)c(-c2ccc(C)cc2)n1,102,0,3,103,-3,-2,101,20,4,0,-3
O=C(N/N=C/c1ccccn1)NC12CC3CC(CC(C3)C1)C2,103,nt,14,?,nt,nt,104,-34,nt,nt,nt
CCOC(=O)C1CCCN(S(=O)(=O)c2ccc(S(N)(=O)=O)cc2)C1 (centres undefined),99,-1,11,91,-1,0,95,-7,-4,-5,0
Nc1nonc1-c1nc2ccccc2[nH]1,99,0,-2,100,-5,-3,101,-40,-8,-16,-10
O=C(Nc1ncccc1Cl)C1COc2ccccc2O1 (centres undefined),87,1,-5,93,-1,-4,89,-9,-2,6,-4
COc1ccc(CC(=O)Nc2ccc(OC)c(NC(=O)c3ccco3)c2)cc1,93,3,2,93,-6,3,89,-30,0,-10,-5
Clc1ccc(C[n+]2csc3ccccc32)cc1,98,-2,-72,131,-4,-6,137,-142,4,14,-5
COc1ccc(C(=O)CSc2nnc(-c3cc(C)cc(C)c3)o2)cc1,102,-7,5,99,-2,-4,100,-4,-1,5,-4
O=C(c1ccccc1)N1CCN(CC(O)COCC2CC=CCC2)CC1 (centres undefined),89,0,3,95,0,-2,91,-2,0,1,1
O=C(c1ccccc1)c1ccc(OCCOCCN2CCN(Cc3ccccc3)CC2)cc1,100,1,11,103,-1,-1,102,29,-5,-5,0
COc1ccc(N2CC(C(=O)N/N=C/c3c[nH]c4ccccc34)CC2=O)cc1 (centres undefined),101,0,18,104,-2,0,104,-4,2,0,0
CCc1ccc(-c2csc3[n+]2CCN3C(C)=O)cc1,94,2,-4,115,-21,-7,101,-52,-7,-1,-11
c1cc2c(cc1-c1cnc3n1CCC3)OCCO2,104,0,11,105,-10,-2,106,-19,-10,-10,-3
O=C(/C=C/c1ccccc1Cl)Nc1ccc(S(=O)(=O)Nc2ncccn2)cc1,103,2,-5,106,-4,-7,105,6,-1,-2,-1

# Six entries from above, bar-delimited.
Molecule | RGS8-Gao | Bcl-W Bim block | Mcl1 Noxa PPI | RGS7-Gao reg | Bim-Bcl-B | Mcl-1 Bim block | RGS4-Gao reg | Mcl1-Bid inh | Bim-Bcl-2 | Bfl-1 Bim block | Bcl-XL Bim block
O=C(c1cnn2c1NC(c1ccc(Br)cc1)CC2C(F)(F)F)N1CCN(C23CC4CC(CC(C4)C2)C3)CC1 (centres undefined) | 101 | 3 | -13 | 103 | 7 | 4 | 104 | -6 | 11 | 8 | 5
CSc1nc(Cl)c(C#N)c(-c2ccc(C)cc2)n1 | 102 | 0 | 3 | 103 | -3 | -2 | 101 | 20 | 4 | 0 | -3
O=C(N/N=C/c1ccccn1)NC12CC3CC(CC(C3)C1)C2 | 103 | nt | 14 | ? | nt | nt | 104 | -34 | nt | nt | nt
CCOC(=O)C1CCCN(S(=O)(=O)c2ccc(S(N)(=O)=O)cc2)C1 (centres undefined) | 99 | -1 | 11 | 91 | -1 | 0 | 95 | -7 | -4 | -5 | 0
Nc1nonc1-c1nc2ccccc2[nH]1 | 99 | 0 | -2 | 100 | -5 | -3 | 101 | -40 | -8 | -16 | -10
O=C(Nc1ncccc1Cl)C1COc2ccccc2O1 (centres undefined) | 87 | 1 | -5 | 93 | -1 | -4 | 89 | -9 | -2 | 6 | -4

# Continued.
SMILES,RGS8-Gao,Bcl-W Bim block,Mcl1 Noxa PPI,RGS7-Gao reg,Bim-Bcl-B,Mcl-1 Bim block,RGS4-Gao reg,Mcl1-Bid inh,Bim-Bcl-2,Bfl-1 Bim block,Bcl-XL Bim block
CCN(CC)C(=O)CNC(=S)N(CCCN1CCOCC1)Cc1cccs1,103,-6,6,104,-5,-6,105,-33,-3,2,-5
Nc1nc(=S)n(-c2ccccc2)[nH]1,97,0,8,99,-21,0,95,-28,-3,1,-7
Cc1ccc(N(CC(=O)NCc2ccc3c(c2)OCO3)S(C)(=O)=O)cc1,99,1,-15,107,1,2,96,-18,2,3,1
O=S(=O)(c1ccc(Cl)cc1)N1CCN(c2nc(-c3cccs3)nc3ccccc23)CC1,107,0,-4,103,-5,-2,104,-28,0,0,-4
COc1ccccc1NS(=O)(=O)c1cc(NC(=O)c2ccc(=O)[nH]c2)ccc1N1CCOCC1,100,-2,-2,103,-21,-7,104,-59,0,5,-7
CCOc1ccc(NC(=O)Nc2ccc(NC(C)=O)cc2)cc1,101,-4,2,96,-3,0,101,-6,-2,-6,-1
Cn1cc(C(=O)N/N=C/c2ccc([N+](=O)[O-])cc2)c2ccccc21,99,nt,75*,?,nt,nt,100,38,nt,nt,nt
COc1ccc(N2C(=O)Cc3c2nc(N)c(C#N)c3N)cc1,102,nt,-2,?,nt,nt,102,5,nt,nt,nt
O=c1c2c3nc4ccccc4nc3n(/N=C/c3ccccn3)c2ncn1-c1ccccc1,106,nt,30,?,nt,nt,107,22,nt,nt,nt
CCOC(=O)c1c2c3c(cccc3[nH]c1=O)C(=O)c1ccccc1-2,98,16,8,95,4,18,100,-10,10,5,23
COC(=O)c1ccc(/C=N\NC(=O)c2ccc(C)cc2Cl)cc1,99,0,6,97,-1,-1,100,-12,1,-1,0
O=C(O)c1cccnc1SCc1ccccc1Cl,92,0,12,93,-2,0,97,1,-3,-4,0
COCCNC(=O)C(C)N(c1ccc(Oc2ccccc2)cc1)S(C)(=O)=O (centres undefined),94,-3,3,91,0,0,90,-13,5,3,2
CCOc1cc(/C=C2/NC(=O)N(Cc3ccccc3F)C2=O)ccc1O,107,1,20,101,-4,-1,106,-33,-35,0,-7
COc1ccc(OC2C(=O)N(c3ccc(F)cc3)C2c2ccc(OC)c(OC)c2)cc1 (centres undefined),99,-1,17,102,0,-1,101,-34,0,-1,-1
COCC(C)NC(=O)c1cc(-c2cccc(OC)c2)on1 (centres undefined),96,-1,-8,96,-2,0,96,-14,-1,-2,0
COc1ccccc1CNC(=O)CCc1c(C)nc2cc(-c3ccccc3OC)nn2c1C,101,nt,7,?,nt,nt,102,-15,nt,nt,nt
O=C(O)CC(NC(=S)NCc1ccccc1)C(=O)O (centres undefined),99,5,-14,95,-1,0,96,-39,-2,-9,-4
CN1CCN(c2ccccc2NC(=O)c2ccc(-c3ccc(Cl)cc3Cl)o2)CC1,96,0,65*,91,-6,1,95,-19,-6,-7,-8
Clc1ccccc1-c1nnc(-c2ccccc2Cl)o1,99,-4,10,102,-2,-1,102,2,1,3,-4
Cc1ccc(NC(=O)COc2ccc(Br)cn2)cc1,103,nt,2,?,nt,nt,105,-13,nt,nt,nt
Cc1ccc(S(=O)(=O)/N=S(\C)C(C)C)cc1 (centres undefined),108,-3,16,108,-4,-2,109,89*,-4,-1,-3
COC(=O)CCCCCCCCCC[N+]1(C)CCCCC1,105,-3,20,111,-10,-6,109,17,-9,-15,-8
CCn1c(COc2ccccc2)nc2ccccc21,104,-6,14,99,-9,-3,98,-6,-2,-3,-7
CCCCN(C)C1CCN(C(=S)Nc2cccc(OC)c2)CC1,99,-2,11,93,-7,-4,99,-89,-2,-2,-9

# Other entries follow.
SMILES,RGS8-Gao,Bcl-W Bim block,Mcl1 Noxa PPI,RGS7-Gao reg,Bim-Bcl-B,Mcl-1 Bim block,RGS4-Gao reg,Mcl1-Bid inh,Bim-Bcl-2,Bfl-1 Bim block,Bcl-XL Bim block
Cc1ccc(Oc2c(F)c(F)nc(N3CCCC3)c2F)cc1,102,0,15,106,-2,1,100,-24,0,3,-5
O=C(O)CCCCNS(=O)(=O)/C=C/c1ccccc1,101,-2,1,?,-5,0,103,-18,-5,-6,-3
CS(=O)(=O)Nc1ccccc1C(=O)O,101,3,19,99,-5,-2,101,16,-11,-12,-2
Cc1c(-c2cccc(Cl)c2)nc2ccccc2c1C(=O)OCC(=O)N(C)C1CCS(=O)(=O)C1 (centres undefined),101,0,13,97,-1,0,102,-11,-5,-2,0
COc1ccc(-c2csc(NC(=O)c3cccc(S(=O)(=O)N4CCN(C)CC4)c3)n2)cc1,102,-2,18,98,1,0,97,-16,-3,-3,-1
COc1ccc(C(=O)NCCOc2cccc(OC)c2)cc1,100,-1,0,102,-3,2,100,-27,2,-3,0
CCCN1CCN(C(=O)Cn2ncc3ccccc32)CC1,118,-6,20,91,0,-4,91,-21,-1,-4,-1
Cn1c(=O)c(Oc2ccc(F)cc2)c(O)c2ccccc21,100,-2,6,100,0,-2,100,-19,-3,0,-5
CC1CN(CC(=O)NN=C(c2ccccc2)c2ccccc2)CC(C)O1 (centres undefined),101,-1,12,97,0,-3,97,-9,1,-3,-2
CC(O)(CS(=O)(=O)Cc1ccccc1)C(=O)Nc1ccc(C(F)(F)F)cc1 (centres undefined),100,-4,6,99,-6,-6,103,-12,-9,-21,-8
CC(C)NC(=O)CSCc1c(F)cccc1Cl,98,-7,6,98,-5,-6,94,-10,6,-7,-7
CC(C)NC(=O)c1ccccc1-c1ccccc1,111,-2,5,101,-3,-6,107,2,-3,-5,-5
On1nnc2c3ccccc3c3ccccc3c21,103,3,33,104,-2,0,102,-10,-2,-3,-1
O=C(Nc1ccc(-c2nc3ccccc3s2)c(OC(=O)c2ccccc2)c1)c1ccccc1,107,-6,-16,97,-13,-5,97,-4,-10,-13,-9
CC(=O)Nc1ccc(-c2csc(NC(=O)c3ccc(C)o3)n2)cc1,101,0,nt,101,-10,-4,97,-3,-10,-13,-2
O=C(CSc1ncn[nH]1)Nc1ccc(Cl)c(Cl)c1,94,-2,24,85,0,-1,87,-11,0,0,-2
COc1cc(-c2cc(N)n(S(=O)(=O)c3ccc(F)cc3)n2)cc(OC)c1OC,101,2,-4,98,-8,0,100,-16,-8,-13,0
O=C(NC(Cc1c[nH]c2ccccc12)C(=O)NCCCN1CCOCC1)c1cccs1 (centres undefined),101,3,10,?,2,0,98,-15,0,-3,0
NNC(=O)c1ccc2c(c1)S(=O)(=O)NNC2=O,98,1,13,99,-5,1,101,-10,-4,-5,-3
